D3 ag: qHTS of D3 Dopamine Receptor Agonist: qHTS. D(3) dopamine receptor (Homo sapiens), P35462. D3R DiscoveRx beta-arrestin cells, luminescence, 90 min. max activation, %. 0.58% of 410,000 active. AID 652048, 2013; in the data active = max activation above about 30%; note: 0% is about no effect; mostly tested at two doses, the higher about 12 µM
Target sequence (P35462 whole entry, looked up): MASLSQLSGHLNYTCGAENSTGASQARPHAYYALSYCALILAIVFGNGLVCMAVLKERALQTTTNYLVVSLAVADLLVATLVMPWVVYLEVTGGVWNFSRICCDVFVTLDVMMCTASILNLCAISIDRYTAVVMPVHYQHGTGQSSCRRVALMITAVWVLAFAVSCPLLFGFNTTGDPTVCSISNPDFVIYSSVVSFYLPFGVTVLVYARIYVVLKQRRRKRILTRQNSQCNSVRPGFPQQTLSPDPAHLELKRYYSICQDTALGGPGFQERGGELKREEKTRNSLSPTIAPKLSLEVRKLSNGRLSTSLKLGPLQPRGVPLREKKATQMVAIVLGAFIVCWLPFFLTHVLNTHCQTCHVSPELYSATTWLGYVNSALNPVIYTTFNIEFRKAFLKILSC
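Cells at 1500/well, incubated overnight, then treated with pinned compounds (dopamine as control) for 90 min at 37 degrees C. DiscoveRx reagent added for 30 - 60 minutes at room temperature; luminescence read.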
pAkt inh: HTS Assay for Inhibitors of Akt Phophorylation: Primary Screen. Neuro2A IGF-stimulated pAkt S473 HTRF, 20 min; stronger effect = lower value. activity change, % for hits at 50 µM. 0.32% of 360,000 active; in the data active = activity change below about -80%; inconclusive = mostly about -51% to -80%; note: % is set by controls: 0 for no effect and ±100 for the full control effect
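Single-point screen (50 µM final compound) in Neuro2A cells stimulated 20 min with 6 nM IGF at 37 deg C. After lysis, Ser473-phosphorylated Akt read by HTRF (ex 330 nm, em 615/665 nm) as the 665/615 ratio.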
D3 antag: qHTS of D3 Dopamine Receptor Antagonist: qHTS | 2.5% of 360,000 active | D(3) dopamine receptor (Homo sapiens), P35462 | max response, negative = inhibition, % | D3R cells, DiscoveRx beta-arrestin luminescence, antagonist mode; stronger effect = lower value; in the data active = max response below about -50%; inconclusive = no clear call, values can overlap the other calls; note: % is set by controls: 0 for no effect and ±100 for the full control effect; mostly tested at two doses, the higher about 12 µM
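Cells expressing the human receptor were seeded at 1500 cells/well, incubated overnight at 37 degrees C in 5% CO2, then exposed to library compounds with dopamine controls for 90 minutes at 37 degrees C before luminescent detection.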
CCT modulator: High-Throughput Screening for Modulators of Cytosolic Chaperonin Activity; purified chaperonin ATPase assay, HTRF ADP detection, 30 min; activity change, % (test concentration not listed), hits read low; 0.3% of 360,000 active; AID 651819, 2012; in the data active = activity change below about -30%; note: % is set by controls: 0 for no effect and ±100 for the full control effect
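TRiC at 40 or 20 nM final (batch-dependent) in 30 mM Tris pH 7.4, 100 mM KCl, 5 mM MgCl2, 1 mM DTT, with compound at single 76 uM and 10 uM ATP, 30 min at 37 deg C. ADP detected by HTRF Transcreener, 665/615 ratio.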
EPAC2 agonist: qHTS for Agonist of cAMP-regulated guanine nucleotide exchange factor 4 (EPAC2): primary screen | 0.079% of 360,000 active | EPAC2 activation, biochemical qHTS; response scale: 100% = 6.5 mM cAMP response | AID 720711, 2013 | Rap guanine nucleotide exchange factor 4 (Homo sapiens), Q8WZA2 | Potency, µM (series often up to 154 µM), for the others: at the highest dose activation, hits mostly activators; note: potency is the fitted concentration of half-maximal effect; nearly all actives have a fitted effect of over 50% in size
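Setup: EPAC2 100 nM, labeled Rap1B complex 250 nM, free GDP 50 uM. Compound titrations pinned in, brief spin, 5 min room temperature incubation. Kinetic fluorescence read over 30 min, normalized to 6.5 mM cAMP.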
Mm-Cpn inhibitor: Inhibitors of TCP-1 ring complex (TRiC) of Methanococcus maripaludis (MmCpn): qHTS; Chaperonin Mm-Cpn (Methanococcus maripaludis); purified Mm-Cpn ATPase, ADP Transcreener TR-FRET; Potency, µM (series often up to 76.9 µM), for the others: at the top dose activity, negative = inhibition, hits mostly inhibitors; 0.031% of 330,000 active; AID 504842, 2011; note: potency is the fitted concentration of half-maximal effect; % is set by controls: 0 for no effect and ±100 for the full control effect; nearly all actives have a fitted effect of over 80% in size
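Inhibition of chaperonin ATP hydrolysis is measured as reduced ADP production, detected by competitive TR-FRET in which signal falls with ADP. Final enzyme 25 nM and ATP 10 uM, reacted 30 min at 37°C.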
PTHR1 agonist: qHTS for PTHR1 Agonists: Primary Screen. Parathyroid hormone/parathyroid hormone-related peptide receptor (Homo sapiens), Q03431. 0.075% of 410,000 active. AID 743266, 2014. Potency, µM (top dose mostly 115 µM), without a hit: at the top dose activation, most hits filed as activators. HEK293 GP2 PTHR1 cells, GloSensor cAMP luminescence, 1 h; note: potency is the fitted concentration of half-maximal effect; nearly all actives have a fitted effect of over 55% in size; some results filed as inactive show a strong effect at the top dose; inactives centre near -15; many of its hits are not listed in these tables
Target sequence (Q03431 whole entry, looked up): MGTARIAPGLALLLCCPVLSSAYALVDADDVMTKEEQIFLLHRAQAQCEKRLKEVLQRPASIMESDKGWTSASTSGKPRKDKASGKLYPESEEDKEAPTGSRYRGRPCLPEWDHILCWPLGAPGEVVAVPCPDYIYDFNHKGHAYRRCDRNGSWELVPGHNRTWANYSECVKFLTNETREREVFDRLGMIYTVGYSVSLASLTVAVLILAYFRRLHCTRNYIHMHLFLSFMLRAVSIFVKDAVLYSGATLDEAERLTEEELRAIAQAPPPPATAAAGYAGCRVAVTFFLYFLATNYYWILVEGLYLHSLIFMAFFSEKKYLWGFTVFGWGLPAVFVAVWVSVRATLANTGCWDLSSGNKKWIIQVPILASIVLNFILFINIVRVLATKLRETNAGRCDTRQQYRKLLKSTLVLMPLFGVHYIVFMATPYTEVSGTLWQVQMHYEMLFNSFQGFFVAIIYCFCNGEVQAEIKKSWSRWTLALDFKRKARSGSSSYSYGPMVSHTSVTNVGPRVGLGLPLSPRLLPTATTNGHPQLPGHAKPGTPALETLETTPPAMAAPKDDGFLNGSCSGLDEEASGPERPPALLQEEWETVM
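HEK-293-derived GP2 cells expressing PTHR1 and a GloSensor cAMP reporter, 3,000/well, plated overnight, given luciferin plus IBMX (each 0.5 mM as added) for 1 h at 37 °C, then compound for 1 h at 37 °C. Luminescence was read after 15 min at room temperature.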
EPAC2 antag: qHTS for Antagonist of cAMP-regulated guanine nucleotide exchange factor 2 (EPAC2): primary screen. EPAC2 GEF exchange of Rap1B-BODIPY-GDP, fluorescence. 0.18% of 360,000 active. Potency, µM (titrated, usually from 114 µM), without a hit: top-dose activity, negative = inhibition, hits mostly inhibitors. Rap guanine nucleotide exchange factor 4 (Homo sapiens), Q8WZA2; note: potency is the fitted concentration of half-maximal effect; % is set by controls: 0 for no effect and ±100 for the full control effect; nearly all actives have a fitted effect of over 45% in size; many of its hits are not listed in these tables
Numbers without * were called inactive; & = joins results of further samples; [ ] = remark or other dose. Unless noted, calls come from the whole dose curve; as a rule, active = well fitted curve in the direction sought with a large enough effect; inconclusive = small, poorly fitted or top-dose-only effect, or another doubt; inactive = no such curve, though single readings can be large; an effect the other way counts as inactive or inconclusive.

Results for NC(Cc1ccccc1)c1csc(Nc2ccc(C(=O)NCCO)cc2)n1 (stereo not drawn) ?
D3 ag: -5.6; pAkt inh: inactive; D3 antag: -10.9; CCT modulator: -2.1; EPAC2 agonist: 2.5%; PTHR1 agonist: -1.8%; EPAC2 antag: 15.3%

What do the screens show for `Cc1c(C(=O)OCCOc2ccc(Br)cc2)sc(=S)n1C`?
D3 ag: 2.7; pAkt inh: inactive; D3 antag: 1.7; CCT modulator: 0.4; EPAC2 agonist: 9.3%; Mm-Cpn inhibitor: inconclusive; PTHR1 agonist: inactive; EPAC2 antag: 4.1%

How did COc1ccc(OC)c(-c2nc(C)sc2CC(=O)O)c1 do in these assays?
D3 ag: -11.4; pAkt inh: inactive; D3 antag: -22.3; CCT modulator: -2.3; EPAC2 agonist: 8.0%; Mm-Cpn inhibitor: -4.3%; PTHR1 agonist: -17.7%[57.5 µM]; EPAC2 antag: 1.7%

Results for COc1ccc(C(=O)NCc2ccco2)cc1S(=O)(=O)NC1CC1 ?
D3 ag: -3.7; pAkt inh: inactive; D3 antag: 3.8; CCT modulator: 0.1; EPAC2 agonist: 2.9%; Mm-Cpn inhibitor: 0.2%; PTHR1 agonist: -17.7%; EPAC2 antag: 6.6%

How did Cc1ccc(NCc2nnc(SCC(=O)Nc3cc(C)on3)n2C)cc1 do in these assays?
D3 ag: -5.6; pAkt inh: inactive; D3 antag: -7.2; CCT modulator: 1.0; EPAC2 agonist: -2.0%; Mm-Cpn inhibitor: 2.3%; PTHR1 agonist: inactive; EPAC2 antag: -3.4%

How did COc1ccc(Nc2oc(COc3ccc(OC)cc3)nc2C#N)cc1 do in these assays?
D3 ag: -0.7; pAkt inh: inactive; D3 antag: 2.7; CCT modulator: -1.8; EPAC2 agonist: 2.7%; Mm-Cpn inhibitor: 0.2%; PTHR1 agonist: -20.3%[57.5 µM]; EPAC2 antag: -6.7%

How did CCN(CCc1ccccc1)c1ccc2c(c1)C1CC2CCN1Cc1ccccc1 (stereo not drawn) do in these assays?
D3 ag: -3.8; pAkt inh: inactive; D3 antag: -29.6; CCT modulator: 0.0; EPAC2 agonist: -0.5%; PTHR1 agonist: -42.4%; EPAC2 antag: -4.7%

What do the screens show for `CC(=O)Nc1ccc(S(=O)(=O)NNC(=O)c2cccc(Cl)c2)cc1`?
D3 ag: 7.0; pAkt inh: inactive; D3 antag: 18.1; CCT modulator: 2.7; EPAC2 agonist: 7.4%; Mm-Cpn inhibitor: 0.3%; PTHR1 agonist: inactive; EPAC2 antag: 2.6%

Results for COc1ccc(/C(O)=C2/C(=O)C(=O)N(CCN3CCOCC3)C2c2ccc(C)cc2)cc1 (stereo not drawn) ?
D3 ag: -26.4; pAkt inh: inactive; D3 antag: -15.6; CCT modulator: 0.2; EPAC2 agonist: 3.4%; Mm-Cpn inhibitor: -1.0%; PTHR1 agonist: -10.3%[57.5 µM]; EPAC2 antag: 11.0%

What do the screens show for `CCOC(=O)C1(Cc2cccc(F)c2)CCN(Cc2nc(CC)[nH]c2C)CC1`?
D3 ag: -1.2; pAkt inh: inactive; D3 antag: -12.2; CCT modulator: -1.2; EPAC2 agonist: 8.9%; Mm-Cpn inhibitor: -0.8%; PTHR1 agonist: -1.2%; EPAC2 antag: 0.0%

How did CCCCNCCOCCOc1ccc(C)cc1[N+](=O)[O-] do in these assays?
D3 ag: -4.9; pAkt inh: inactive; D3 antag: -53.3*; CCT modulator: -2.2; EPAC2 agonist: 11.4%; Mm-Cpn inhibitor: -1.2%; PTHR1 agonist: -11.4%; EPAC2 antag: -4.5%

How did Cc1cc(-c2nnc(SCC(=O)Nc3nc(-c4ccc(Cl)cc4)cs3)o2)no1 do in these assays?
D3 ag: 1.8; pAkt inh: inactive; D3 antag: -7.5; CCT modulator: -2.6; EPAC2 agonist: 1.5%; Mm-Cpn inhibitor: 0.6%; PTHR1 agonist: -21.4%; EPAC2 antag: 6.0%

What do the screens show for `Cn1c(SCC(=O)c2ccc(O)cc2O)nnc1-c1ccccc1`?
D3 ag: -2.3; pAkt inh: inactive; D3 antag: -6.7; CCT modulator: -0.5; EPAC2 agonist: 13.7%; Mm-Cpn inhibitor: -3.3%; PTHR1 agonist: -15.7%; EPAC2 antag: 6.6%

What do the screens show for `O=C(CCl)N(c1ccccc1)c1ccccc1`?
D3 ag: -6.4; pAkt inh: inactive; D3 antag: -11.9; CCT modulator: -0.2; EPAC2 agonist: 3.7%; Mm-Cpn inhibitor: -3.6%; PTHR1 agonist: -25.8%; EPAC2 antag: 2.2%

How did Cc1ccc2cccc(OCc3cccc([N+](=O)[O-])c3)c2n1 do in these assays?
D3 ag: 0.8; pAkt inh: inactive; D3 antag: 6.7; CCT modulator: -4.2; EPAC2 agonist: 5.5%; Mm-Cpn inhibitor: 1.5%; PTHR1 agonist: -22.2%; EPAC2 antag: -3.1%

What do the screens show for `Cc1cc(C)cc(NC(=O)c2ccccc2CC[N+](=O)[O-])c1`?
D3 ag: -3.3; pAkt inh: inactive; D3 antag: 34.1; CCT modulator: -2.5; EPAC2 agonist: -0.3%; Mm-Cpn inhibitor: 0.1%; PTHR1 agonist: -30.8%[inhibitor][57.5 µM]; EPAC2 antag: 0.9%

Results for O=C(Cn1nnc2ccccc21)Nc1ccc([N+](=O)[O-])cc1 ?
D3 ag: 1.7; pAkt inh: inactive; D3 antag: -11.3; CCT modulator: -0.1; EPAC2 agonist: 2.5%; Mm-Cpn inhibitor: inconclusive; PTHR1 agonist: inactive; EPAC2 antag: -2.2%

How did CCc1ccc(NC(=O)c2cccnc2)cc1 do in these assays?
D3 ag: -2.2; pAkt inh: inactive; D3 antag: 8.1; CCT modulator: 0.5; EPAC2 agonist: 0.2%; Mm-Cpn inhibitor: 1.1%; PTHR1 agonist: inactive; EPAC2 antag: 11.8%

How did C=CCn1c(=O)c(C(=O)NCc2ccc(Cl)cc2)c(O)c2ccccc21 do in these assays?
D3 ag: 0.2; pAkt inh: inactive; D3 antag: 4.1; CCT modulator: -7.1; EPAC2 agonist: 13.5%; Mm-Cpn inhibitor: -3.5%; PTHR1 agonist: -21.3%; EPAC2 antag: -0.4%

Results for COc1ccccc1C(=O)Nc1ccc(S(=O)(=O)Nc2nccs2)cc1 ?
D3 ag: 3.4; pAkt inh: inactive; D3 antag: 8.7; CCT modulator: -1.0; EPAC2 agonist: 9.4%; Mm-Cpn inhibitor: -4.0%; PTHR1 agonist: -21.7%; EPAC2 antag: -1.4%

What do the screens show for `COc1ccc(NC(=O)C2Cc3ccccc3CN2C(=O)c2ccco2)cc1` (stereo not drawn)?
D3 ag: -29.9; pAkt inh: inactive; D3 antag: -16.7; CCT modulator: -4.9; EPAC2 agonist: 9.0%; Mm-Cpn inhibitor: -0.7%; PTHR1 agonist: -13.0%; EPAC2 antag: -4.4%

Results for CCOC(=O)[C@H](CCc1ccccc1)N[C@@H](C)C(=O)N1CCC[C@H]1C(=O)O ?
D3 ag: -9.3&-75.1&-17.5; pAkt inh: inactive; D3 antag: 0.0&0.0; CCT modulator: 0.6&0.4; EPAC2 agonist: -2.0%&4.1%; Mm-Cpn inhibitor: -1.0%&0.3%; PTHR1 agonist: -19.5%&-1.1%; EPAC2 antag: 7.8%&23.2%

Results for CC(=O)c1cc(Cl)ccc1OCC(=O)Nc1cccc(S(=O)(=O)N2CCCC2)c1 ?
D3 ag: 2.5; pAkt inh: inactive; D3 antag: 12.2; CCT modulator: 0.9; EPAC2 agonist: 10.4%; Mm-Cpn inhibitor: -15.3%; PTHR1 agonist: -89.5%[inhibitor]; EPAC2 antag: 3.6%

How did COc1cccc(CSc2nnc(C(F)(F)F)n2Cc2ccc(F)cc2)c1 do in these assays?
D3 ag: 14.9; pAkt inh: inactive; D3 antag: 28.4; CCT modulator: -1.1; EPAC2 agonist: 6.7%; Mm-Cpn inhibitor: -2.6%; PTHR1 agonist: -8.4%[57.5 µM]; EPAC2 antag: -0.7%

Results for O=C(O)c1cccc2c1C(=O)c1cc([N+](=O)[O-])ccc1-2 ?
D3 ag: -3.7; pAkt inh: inactive; D3 antag: -5.0; CCT modulator: -4.5; EPAC2 agonist: -5.6%; PTHR1 agonist: -4.7%; EPAC2 antag: -1.3%

How did CC(C)(C)C(=O)Nc1cc2c3c(c1)CCN3C(=O)CC2 do in these assays?
D3 ag: 24.5; pAkt inh: inactive; D3 antag: 9.1; CCT modulator: -2.1; EPAC2 agonist: 0.2%; Mm-Cpn inhibitor: -1.3%; PTHR1 agonist: -21.4%; EPAC2 antag: 13.9%

Results for COC(=O)C(C(=O)OC)c1ncc(C(F)(F)F)cc1Cl ?
D3 ag: 2.2; pAkt inh: inactive; D3 antag: 1.1; CCT modulator: -6.3; EPAC2 agonist: -4.0%; Mm-Cpn inhibitor: inconclusive; PTHR1 agonist: -7.1%; EPAC2 antag: 8.4%

How did O=S(=O)(NCC1COc2ccccc2O1)c1ccccc1F (stereo not drawn) do in these assays?
D3 ag: 7.1; pAkt inh: inactive; D3 antag: -5.0; CCT modulator: -1.2; EPAC2 agonist: 6.2%; Mm-Cpn inhibitor: -11.9%; PTHR1 agonist: -22.4%; EPAC2 antag: 3.9%

What do the screens show for `O=C(c1cccc(N2C(=O)C3C4C=CC(C4)C3C2=O)c1)N1CCCc2ccccc21` (stereo not drawn)?
D3 ag: -5.8; pAkt inh: inactive; D3 antag: 8.8; CCT modulator: 2.8; EPAC2 agonist: 7.1%; Mm-Cpn inhibitor: 2.1%; PTHR1 agonist: inactive; EPAC2 antag: 4.0%

How did O=C(Nc1cccc([N+](=O)[O-])c1)c1cnccn1 do in these assays?
D3 ag: 7.0; pAkt inh: inactive; D3 antag: 8.8; CCT modulator: 0.0; EPAC2 agonist: -6.2%; Mm-Cpn inhibitor: 1.1%; PTHR1 agonist: inactive; EPAC2 antag: 8.2%

Compound activity from PubChem BioAssay.

Some of the compounds tested. The share of hits here may be higher or lower than overall.
